SIRT5 inh: SIRT5 desuccinylase inhibitors, primary screen, biochemical, fluorescence imaging, single point, set 5 | hit rate 1.1% among 330,000 | Purified SirT5, succinyl-peptide AMC, trypsin-coupled fluorescence | inhibition, % at 15 µM; in the data active means inhibition above about 15%; inconclusive means no clear call, values can overlap the other calls
Target sequence (Q9NXA8 whole entry, looked up): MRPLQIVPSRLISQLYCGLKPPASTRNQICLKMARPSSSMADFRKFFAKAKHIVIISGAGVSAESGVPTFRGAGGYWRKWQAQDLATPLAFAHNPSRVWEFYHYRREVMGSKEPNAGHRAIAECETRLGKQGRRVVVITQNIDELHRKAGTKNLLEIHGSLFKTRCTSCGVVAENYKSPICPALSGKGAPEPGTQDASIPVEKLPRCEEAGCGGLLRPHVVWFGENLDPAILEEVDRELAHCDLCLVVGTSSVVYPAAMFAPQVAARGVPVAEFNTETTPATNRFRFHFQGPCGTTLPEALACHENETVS
ARNT-TACC3 inh: disruptors of ARNT/TACC3 protein interaction, primary screen, biochemical, AlphaScreen, single concentration; Transforming acidic coiled-coil-containing protein 3 (Homo sapiens), Q9Y6A5; AlphaScreen His-ARNT PAS-B/GST-TACC3 binding, luminescence; TACC3 fragment carries E629A point mutation; inhibition, % at 9.99 µM; hit rate 0.66% among 390,000;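 active means mean inhibition of replicates at least 50% and at least half of replicates each reaching 50%; inconclusive means half or more replicates reach 50% but mean below 50%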;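 further: 0% = complete ARNT plus TACC3 wells and 100% = ARNT alone without TACC3; many hits fall short of the cut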
Statin myotox sup: suppressors of statin myotoxicity in C2C12 myotubes, primary screen, cell-based, single point, plate reader | hit rate 0.78% among 330,000 | AID 602340, 2012 | C2C12 myotubes + simvastatin, ATP luminescence, 48 h; scaled: DMSO 0, geranylgeraniol control 100 | rescue of ATP level, % at 7.49 µM;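 active means mean ATP rescue above about 67%, or every replicate alone reaching that limit, limit read from the data, passing the limit was not always enough; inconclusive means no clear call, values can overlap the other calls; inactive means mean under the limit and some replicate under it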;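 further: myotubes were challenged with 10 µM simvastatin during compound exposure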
esBAF inh: Bmi1 luciferase reporter increase in mESCs, primary screen, esBAF inhibitor project, mouse ES cells, Bmi1 luciferase knock-in, single point; 24 h; 100% = twice the neutral-well signal; reporter increase, % at 12.5 µM; AID 602393, 2012; hit rate 2% among 350,000; in the data active means activation above about 40%; inconclusive means no clear call, values can overlap the other calls;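 further: 0% = median of the plate's neutral control wells and 100% = double that signal; a rise in the Bmi1 reporter signal indicates esBAF inhibition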
ERp5 inh: inhibitors of ERp5-driven insulin aggregation, primary screen, biochemical, turbidity, absorbance 650 nm, single point | Protein disulfide-isomerase A6 (Homo sapiens), Q15084 | AID 651711, 2012 | 90 min | hit rate 0.05% among 350,000 | inhibition, % at 9.99 µM;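 active means mean replicate inhibition above about 25%, with every replicate also reaching it, limit read from the data, passing the limit was not always enough; inconclusive means only one of those two criteria met; inactive means neither criterion met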
Target sequence (Q15084 whole entry, looked up): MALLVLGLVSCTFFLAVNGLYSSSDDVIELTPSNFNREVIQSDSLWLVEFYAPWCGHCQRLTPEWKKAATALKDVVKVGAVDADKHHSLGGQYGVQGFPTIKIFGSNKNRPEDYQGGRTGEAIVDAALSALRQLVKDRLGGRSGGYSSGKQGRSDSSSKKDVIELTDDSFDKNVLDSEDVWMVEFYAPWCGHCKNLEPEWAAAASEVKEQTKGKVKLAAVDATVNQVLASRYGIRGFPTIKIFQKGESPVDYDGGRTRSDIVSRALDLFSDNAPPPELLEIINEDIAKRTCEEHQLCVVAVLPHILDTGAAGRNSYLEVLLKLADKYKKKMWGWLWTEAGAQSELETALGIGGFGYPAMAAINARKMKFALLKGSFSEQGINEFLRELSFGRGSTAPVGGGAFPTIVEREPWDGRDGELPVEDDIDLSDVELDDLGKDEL
miR-122 sensor: miR-122 Renilla sensor signal increase in Huh7, primary screen, miR-122 inhibitor project, cell-based, single point, plate reader; Huh7 miR-122 Renilla luciferase sensor, 48 h; neutral wells = 0, positive control = 100; hit rate 0.3% among 340,000; AID 602342, 2012; activation (reporter increase), % at 12.5 µM;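 active means mean replicate activation score at least 90 and every replicate individually at or above 90; inconclusive means only one of the two criteria met; inactive means neither criterion met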;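 further: higher luciferase means less miR-122 activity so hits act as miR-122 inhibitors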
Cneo AK release: Cryptococcus neoformans cell lysis inducers, primary screen, AK release luminescence, single concentration. C. neoformans lysis, adenylate kinase release luminescence, 4 h; normalised: neutral wells 0, clomiphene wells 100. lysis activity, % at 15 µM. hit rate 0.2% among 360,000;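 active means mean lysis activity across replicates of at least 80%, whatever share of replicates individually reach that level; inactive means mean lysis activity below 80%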
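Assay system: C. neoformans cells. Amount: yeast cell density of 5 × 10^6 cells/mL. Technique: AK luminescence. Buffer or medium: YPD. Times: static 4 h at 37 °C with compound, 1 h detection. Dosing: single-point compound dose. Read-out: lysis from increased AK signal.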
Active calls of the source: *; ? = inconclusive; . = no result given; [ ] = another dose, or the depositor's remark.

SMILES	SIRT5 inh	ARNT-TACC3 inh	Statin myotox sup	esBAF inh	ERp5 inh	miR-122 sensor	Cneo AK release
CCOc1ccccc1N(C(=O)c1snc(C(N)=O)c1N)C(C(=O)NCC1CCCO1)c1ccc2ncccc2c1 (stereo not drawn)	1.9	-7.7	20.5	3.9	0.8	.	-2.1
CN(C)S(=O)(=O)c1ccc(Cl)c(C(=O)NCCNC(=O)c2cc(S(=O)(=O)N(C)C)ccc2Cl)c1	2.1	3.4	.	.	-2.8	.	.
C[C@@H]1CN([C@H](C)CO)C(=O)Cc2cc(NC(=O)Nc3ccc(C(F)(F)F)cc3)ccc2O[C@H]1CN(C)C(=O)NC1CCCCC1	-2.0	.	-3.5	1.8	1.5	5.1[16.7 µM]	-1.2
COC(=O)c1[nH]c(C)c(/C(O)=C2\C(=O)C(=O)N(CCCN3CCOCC3)C2c2ccccn2)c1C (stereo not drawn)	.	.	10.7	-5.2	.	0.5	1.6
CC(C)NC[C@@H]1[C@H](c2ccc(C3=CCCCC3)cc2)[C@H](CO)N1S(C)(=O)=O	0.2	5.0	-4.4	-0.5	7.6	41.7[16.7 µM]	-2.5
COC(=O)c1ccccc1NC(=O)Nc1ccc(Br)cn1	-2.4	-2.4	.	.	4.2	.	-0.9
N=C1C(c2ccc(Br)cc2)=C(O)C2CCc3ccccc3N12 (stereo not drawn)	.	-2.1	2.3	35.1	.	3.9	-0.2
Cc1nn(-c2ccccc2)c(Cl)c1/C=C(\C#N)C(=O)NC(C)C	-4.7	-1.1	.	.	0.6	.	.
O=C(NN=C1CCN(Cc2ccccc2)CC1)C(O)c1ccccc1 (stereo not drawn)	2.3	-4.9	.	.	1.8	.	.
O=C(CCCC(=O)N(c1ccc2c(c1)OCCO2)C(C(=O)NC1CCCCC1)c1ccc(F)cc1)Nc1ccccn1 (stereo not drawn)	.	26.1	-1.3	2.9	.	59.7	-0.3
CCOC(=O)C1=CN(Cc2cccc(-c3ccc(F)cc3)c2)S(=O)(=O)N(C)C1C (stereo not drawn)	-3.0	-4.1	-10.9	-0.5	0.5	.	-1.7
COc1ccc([Si](C)(C)[C@@H]2[C@@H](CCO)O[C@]3(C(=O)N(Cc4cccc(NC(C)=O)c4)c4ccccc43)[C@H]2C)cc1	20.6*	21.7	.	.	3.1	.	-6.8
Cc1ccc(C)c(N2CCN(C(=O)CCCCCn3c(=S)[nH]c4ccc(N5CCOCC5)cc4c3=O)CC2)c1	-1.3	-15.9	-32.4	0.4	2.1	-14.9	1.7
Cc1cccc(C)c1NC(=S)N(CCN(C)C)C(C)c1cccnc1 (stereo not drawn)	.	0.4	-7.6	-2.8	-1.4	-2.2	.
CCC(=O)N1CC[C@@H]2[C@H]1c1cc(-c3cccc(OC)c3)ccc1N(C)[C@@H]2CO	-6.8	-2.5	-3.1	1.3	0.1	-3.7[16.7 µM]	1.2
CCCN(C)C[C@H]1OCCCC[C@@H](C)Oc2ccc(N(C)C)cc2C(=O)N([C@H](C)CO)C[C@@H]1C	.	2.7	27.5	-0.4	0.9	0.3[16.7 µM]	6.6
CS(=O)(=O)N(CC(=O)Nc1ccc2c(c1)OCO2)Cc1ccccc1	.	1.2	-3.3	19.1	.	-0.5	-1.9
COCCN(CC(=O)Nc1cccc(C)c1C)C(=O)c1ccc(S(=O)(=O)N2CCOCC2)cc1	-1.7	-7.8	11.1	-0.4	-0.5	-6.3	4.3
Cc1ccc(SCC(=O)NCCCc2ccccc2)cc1	-3.6	-5.1	10.7	-0.5	1.5	0.0	-1.5
C[C@@H]1CN([C@H](C)CO)C(=O)c2cc(-c3ccc(C#N)cc3)cnc2O[C@H]1CN(C)CC1CCCC1	-14.7	-5.9	-9.7	-8.4	-1.4	-9.3[16.7 µM]	-0.7
NC(=O)c1ccsc1NC(=O)c1ccc(S(=O)(=O)N2CCCCC2)cc1	-3.3	-19.9	-21.3	99.7*	-2.3	-3.0	-3.8
CC(CCc1ccccc1)NC(=O)C(C)OC(=O)c1ccco1 (stereo not drawn)	-0.2	-1.8	7.6	-3.0	0.7	-5.5	1.1
CCCc1cc(=O)n(-c2nc3ccccc3s2)[nH]1	-4.4	9.7	-6.8	0.9	1.7	-6.2	3.5
C[C@@H]1CN([C@@H](C)CO)C(=O)c2cc(-c3cccc(C#N)c3)cnc2O[C@@H]1CN(C)C	-4.2	0.9	.	2.3	5.2	11.7[16.7 µM]	6.5
CCCC(=O)Nc1ccc2c(c1)OC[C@H](C)N(C(=O)c1ccccc1F)C[C@H](C)[C@H](OC)CN(C)C2=O	.	.	-13.4	0.3	.	11.0[16.7 µM]	.

Additional results follow:
SMILES	SIRT5 inh	ARNT-TACC3 inh	Statin myotox sup	esBAF inh	ERp5 inh	miR-122 sensor	Cneo AK release
Cc1ccc2c(c1)C(=O)OC1(O)C3C4C=CC(C4)C3C(=O)N21 (stereo not drawn)	1.5	-10.2	.	.	-0.4	.	.
O=C(Nc1ccc(F)cc1F)N1CCN(CCc2ccccc2)CC1	-0.1	-5.0	.	.	3.9	.	.
CCOC(=O)C1=C[C@@H](C(C)(C)C)N(S(=O)(=O)c2ccc(C)cc2)[C@H]1c1cccc2ccccc12	-1.3	.	-1.4	-5.0	-9.5	50.7	14.1
COc1cc(NC(=O)CCc2ccccc2)c(C(=O)O)cc1OC	.	-6.1	-6.7	-2.3	.	-8.9	-3.2
O=C(Nc1cc(Br)c(O)c(Br)c1)c1cccc(NC(=O)c2ccco2)c1	1.7	8.0	31.6	10.7	?	-2.4	-0.1
COC(=O)c1ccc2nc(-c3ccc(F)cc3)c(Cc3ccccc3)n2c1	-1.0	.	13.8	14.6	1.6	-4.7	-0.1
CC(=O)c1ccc(C(=O)NC2CCCN(Cc3ccccc3F)C2)cc1 (stereo not drawn)	0.5	-6.0	-6.3	-2.8	1.4	-3.0	-0.9
O=C(O)CCCCCN1C(=O)c2ccc(C(=O)O)cc2C1=O	1.8	-0.8	30.0	-5.0	-0.9	.	0.6
CC(C)C[C@@H]1NC(=O)[C@H](Cc2ccccc2)N(C)C(=O)[C@H](C)NC(=O)c2ccccc2NC(=O)[C@H](Cc2ccc(O)cc2)N(C)C1=O	.	-2.0	-44.9	2.4	-1.0	12.2	-5.8
CCNC(=O)C1(C)CCN(Cc2ccccc2-c2ccccc2)C1 (stereo not drawn)	-3.6	.	15.4	4.6	0.4	1.8	-2.1
O=C(NCCC(F)(F)F)c1cccc2c(-c3ccc(F)c(F)c3)coc12	-1.4	.	-7.7	-5.5	-1.8	6.1	0.9
O=C(c1ccc(F)cc1)N1CCCCN2[C@H](CO)[C@H](c3ccc(-c4ccc(F)cc4)cc3)[C@H]2C1	0.2	10.5	.	.	-0.7	1.1[16.7 µM]	4.3
CCn1c(=O)cc(OCC(=O)Nc2nc(C)cs2)c2ccccc21	-2.7	-3.5	-16.9	-6.4	0.1	9.8	-1.8
CCOC(=O)C1C2C=CC3(CN(c4ccc(Cl)c(F)c4)C(=O)C13)O2 (stereo not drawn)	.	2.5	-12.0	-1.4	-1.2	5.4	1.8
CCCCC(=O)NC(c1ccc(C(C)C)cc1)c1ccc2cccnc2c1O (stereo not drawn)	-1.9	-12.5	34.0	-30.5	-1.0	.	0.7
C[C@H]1CN([C@@H](C)CO)C(=O)c2cc(-c3ccncc3)cnc2O[C@@H]1CN(C)C	7.2	12.1	3.2	0.5	-0.1	-2.2[16.7 µM]	-2.3
Cc1ccc(S(=O)(=O)NNc2nc3ccccc3nc2C(F)(F)F)cc1	.	4.0	-4.4	6.6	.	0.7	0.5
COC(=O)COc1ccc(S(=O)(=O)Nc2ccc3c(c2)OCO3)cc1Cl	.	-4.4	-2.5	-5.4	.	0.5	1.3
CCN(CC)CCN1C(=O)c2cccc3cc(N)cc(c23)C1=O	3.8	-36.2	33.2	-15.5	-2.5	-16.4	-4.0
C[C@H]1CN([C@@H](C)CO)C(=O)Cc2cc(NC(=O)Nc3ccccc3)ccc2O[C@H]1CN(C)CC1CC1	2.8	7.4	-29.7	-2.8	4.1	9.6[16.7 µM]	-58.1
COc1ccccc1OCC(=O)Nc1ccccn1	.	-5.5	4.6	2.2	.	-4.0	-6.5
C[C@@H]1CCCCO[C@H](CN(C)CC2CCCCC2)[C@@H](C)CN([C@H](C)CO)C(=O)c2cc(NC(=O)Nc3ccccc3)ccc2O1	4.8	-1.6	.	-9.9	1.6	25.1[16.7 µM]	35.3
COc1ccc(NC(=O)Nc2cccc(C(=O)N3CCOCC3)c2)cc1OC	.	17.5	.	-0.3	.	-2.6	-4.2
O=C(Nc1ccc(Cl)c(NC(=O)c2cccs2)c1)c1ccco1	0.0	10.7	-34.4	-0.7	2.8	14.0	2.2
CCC1CCCCN1C(=O)CSc1nnc(-c2c[nH]c3ccccc23)o1 (stereo not drawn)	.	-1.3	22.0	31.5	.	6.2	0.5

An excerpt of these results, as comma-separated lines.
Structure,SIRT5 inh,ARNT-TACC3 inh,Statin myotox sup,esBAF inh,ERp5 inh,miR-122 sensor,Cneo AK release
Cc1ccc2c(c1)C(=O)OC1(O)C3C4C=CC(C4)C3C(=O)N21 (stereo not drawn),1.5,-10.2,.,.,-0.4,.,.
O=C(Nc1ccc(F)cc1F)N1CCN(CCc2ccccc2)CC1,-0.1,-5.0,.,.,3.9,.,.

(cont.)
SMILES	SIRT5 inh	ARNT-TACC3 inh	Statin myotox sup	esBAF inh	ERp5 inh	miR-122 sensor	Cneo AK release
O=C1CC(N2CCC(c3nc4ccccc4s3)CC2)C(=O)N1 (stereo not drawn)	.	.	19.3	3.6	.	4.2	1.5
CCOC(=O)/C(C#N)=C/c1c(N2CCN(c3ccccc3)CC2)nc2c(C)cccn2c1=O	-3.3	2.2	-4.1	0.7	-0.6	.	-1.5
Cc1ccc(NC(=O)c2ccc(OCC3CCCO3)cc2)nc1 (stereo not drawn)	2.1	-1.4	-21.5	17.8	2.5	-1.5	-2.6
COc1ccc(-c2sc3cc4c(cc3c2C#CCO)OCO4)cc1	.	11.8	11.3	29.5	.	-0.3	2.8
CC(=O)N1N=C(c2ccco2)CC1c1ccc(Br)cc1 (stereo not drawn)	0.1	5.3	.	.	-1.2	.	.
O=C(NCc1cccnc1)c1cc(S(=O)(=O)N2CCCCC2)ccc1Cl	.	-8.7	4.9	3.1	.	-0.1	-1.3
CCOc1ccc(OCCC(=O)OCC(=O)N2CCN(S(=O)(=O)c3ccc(Cl)cc3)CC2)cc1	0.4	0.5	-27.4	-3.6	0.6	-0.7	0.0
CC1=C(C(=O)N(C)C)CC(CC(=O)NCc2cccs2)C(=O)N1Cc1ccc(C(C)(C)C)cc1 (stereo not drawn)	-4.3	.	-3.7	0.0	4.9	0.6	0.4
C[C@@H]1CCCCO[C@H](CN(C)CC2CCCCC2)[C@H](C)CN([C@@H](C)CO)C(=O)c2cc(NC(=O)Nc3ccccc3)ccc2O1	2.2	6.5	.	-6.1	-6.0	-23.0[16.7 µM]	1.5
CCOc1ccc(C2N(c3cc(Cl)ccc3OC)C(=O)C3CCCN32)cc1OC (stereo not drawn)	.	3.2	5.7	-4.5	-3.9	-6.1	-1.9

Part of the list above, with bars between the fields:
Compound | SIRT5 inh | ARNT-TACC3 inh | Statin myotox sup | esBAF inh | ERp5 inh | miR-122 sensor | Cneo AK release
COc1ccc(-c2sc3cc4c(cc3c2C#CCO)OCO4)cc1 | . | 11.8 | 11.3 | 29.5 | . | -0.3 | 2.8
CC(=O)N1N=C(c2ccco2)CC1c1ccc(Br)cc1 (stereo not drawn) | 0.1 | 5.3 | . | . | -1.2 | . | .
O=C(NCc1cccnc1)c1cc(S(=O)(=O)N2CCCCC2)ccc1Cl | . | -8.7 | 4.9 | 3.1 | . | -0.1 | -1.3
